Source: PubChem (Broad Institute)
CD40 NFkB inh: CD40 pathway inhibition in BL2 cells; inhibition, % at 10 µM; BL2 NF-kB luciferase reporter, CD40L-induced, 4 h; AID 1053188; 83,000 compounds, 0.94% hits;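 active = mean inhibition of at least 50% with a set share of replicates also reaching that level; inconclusive = no clear call, values can overlap the other calls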;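 also: 0% = neutral control wells and 100% = IKK inhibitor VII at 50 µM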
* hit, by the source's call; ? = inconclusive; [ ] = remark or other dose. These rows are one share of the data; count on the stated rates, not on these rows.

SMILES	CD40 NFkB inh
CCOc1cc(N2CCOCC2)c(OCC)cc1NC(=O)CN1CCc2ccccc2C1	-2.3
CCc1csc(N2[C@H](C#N)[C@H](c3ccc(-c4ccc(F)cc4)cc3)[C@H]2CO)n1	-6.6
O=C(c1c[nH]c2ccccc12)N1CCN(c2ccccc2)CC1	-18.3
O=C(Nc1ccccn1)Nc1cccs1	-54.0
O=c1oc(-c2ccccc2)nc2sc3c(c12)CCCC3	-115.2
COc1ccc(C=CC(=O)c2cc(O)ccc2O)cc1	-53.0
COc1ccc(C(=O)O)cc1S(=O)(=O)NC(C)C	2.2
CCN(CC)S(=O)(=O)c1cccc2cc(C(=O)O)c(O)cc12	6.2
CCOC(=O)c1cnc2c(F)ccc(F)c2c1Sc1ccccc1	7.9
COC(=O)C1C/C(=N\NS(=O)(=O)c2ccc(C)cc2)c2sccc2C1 (stereo unspecified)	-2.3
O=C1c2ccccc2C(=O)N1CCc1c[nH]c2ccccc12	-94.1
NC(=O)c1cccc(-c2coc3c(C(=O)NCCc4ccccc4)cccc23)c1	-7.7
CCCNC(=O)N1[C@H](CNC(=O)CC)[C@H](c2ccc(C3=CCCC3)cc2)[C@@H]1CO	6.9
CN1c2ccc(Br)cc2[C@@H]2[C@@H](CCN2C(=O)C2CC2)[C@@H]1CO	-5.4
O=C(O)c1ccccc1Nc1cccc(C(F)(F)F)c1	?
CSCCC(NC(=O)c1ccccc1Cl)C(=O)NCCOc1ccc(C)cc1 (stereo unspecified)	1.7
CN1CCN(S(=O)(=O)c2ccc(N3CCN(c4ccccc4Cl)CC3)nc2)CC1	6.9
COc1ccc(CNC(=O)C[C@@H]2CC[C@@H](NC(=O)Nc3ccc4c(c3)OCO4)[C@H](CO)O2)cc1	2.2
CC1C(c2ccccc2)OCCN1C=NC#N (stereo unspecified)	5.0
O=C(C[C@H]1CC[C@H]2[C@@H](COC[C@H](O)CN2Cc2ccc(Oc3ccccc3)cc2)O1)N1CCN(c2ccccc2)CC1	30.8[25 µM]
Cc1ccc(S(=O)(=O)NCCC(=O)Nc2ccc3c(c2)OCO3)cc1	-1.5
CCOC(=O)c1c(NC(C)=O)sc2c1C1CCN2CC1	13.1
COc1ccc(S(=O)(=O)Nc2ccc3c(c2)C(=O)N([C@@H](C)CO)C[C@@H](C)[C@@H](CN(C)S(=O)(=O)c2ccc(Cl)cc2)OCCCC[C@@H](C)O3)cc1	45.4[25 µM]
CO[C@@H]1CN(C)C(=O)c2ccc(NC(=O)c3cc(C)on3)cc2OC[C@@H](C)NC[C@@H]1C	0.2[25 µM]
Cc1ccc(S(=O)(=O)N2CCOCC2)cc1NC(=O)c1cccc(S(=O)(=O)N2CCCC2)c1	3.1
O=C(C[C@@H]1CC[C@@H]2[C@H](COC[C@@H](O)CN2C(=O)c2ccc(F)cc2)O1)N1CCCCC1	-10.8[25 µM]
S=C(NCc1ccccc1)N1CCN(c2cccc(Cl)c2)CC1	-8.0
CCOC(=O)C1(S(=O)(=O)c2ccccc2)CCN(Cc2ccccc2)CC1	10.5
CO[C@@H]1CN(C)C(=O)c2ccc(NC(=O)C3CCOCC3)cc2OC[C@@H](C)N(C)C[C@H]1C	-14.0
Cc1ccc(C(=O)NC(C(=O)NC2CCCC2)c2ccccc2)cc1 (stereo unspecified)	2.4

Looked up above.
CN1c2ccc(Br)cc2[C@@H]2[C@@H](CCN2C(=O)C2CC2)[C@@H]1CO in CD40 NFkB inh reads -5.4
CCOC(=O)c1c(NC(C)=O)sc2c1C1CCN2CC1 in CD40 NFkB inh reads 13.1
NC(=O)c1cccc(-c2coc3c(C(=O)NCCc4ccccc4)cccc23)c1 in CD40 NFkB inh reads -7.7
CCCNC(=O)N1[C@H](CNC(=O)CC)[C@H](c2ccc(C3=CCCC3)cc2)[C@@H]1CO in CD40 NFkB inh reads 6.9
COc1ccc(C=CC(=O)c2cc(O)ccc2O)cc1 in CD40 NFkB inh reads -53.0

The list goes on:
SMILES	CD40 NFkB inh
OC(COc1cccc2ccccc12)CN1CCCC1 (stereo unspecified)	-15.0
CCN(C[C@H]1[C@H](c2ccc(C3=CCCC3)cc2)[C@H](CO)N1C(C)=O)C(C)=O	-10.9
Cc1noc(C)c1COc1ccc(C(=O)NCCOc2ccccc2)cc1	-31.2
COc1ccc(N2CCN(C(=O)NC34CC5CC(CC(C5)C3)C4)CC2)cc1	0.1
COc1ccc(COCC(O)CN2CCN(S(=O)(=O)c3c(F)cccc3F)CC2)cc1OC (stereo unspecified)	1.0
CN1c2ccc(-c3ccc(F)cc3)cc2[C@H]2[C@H](CCN2C(=O)Cc2cccnc2)[C@H]1CO	9.8[25 µM]
COc1ccc(CCNC(=O)c2c(C)nn(CC(C)C)c2Cl)cc1	16.6
O=S(=O)(Nc1ccc(Cc2ccncc2)cc1)N1CCCC1	5.2
COC(=O)C1CC(=O)N(CCc2c[nH]c3ccccc23)C1 (stereo unspecified)	1.3
O=C(C[C@@H]1CC[C@@H]2[C@H](COC[C@@H](O)CN2CC2CCOCC2)O1)NCc1ccc(Cl)cc1	-0.2[25 µM]
CCN1[C@H](C(=O)N2CCCCC2)[C@@H](CO)[C@@H]2Cn3c(ccc(-c4cccc(F)c4)c3=O)[C@@H]21	12.7[25 µM]
CC(C)C(NS(=O)(=O)c1cccs1)C(=O)NCCCN1CCCCCC1 (stereo unspecified)	9.8
Cc1ccnc(NC(=O)C(Cc2ccccc2)NC(=O)c2ccccc2)c1 (stereo unspecified)	-3.8
CCc1noc(C)c1C(=O)NCCc1ccccc1	-44.4
O=C(NC1CCCCC1)c1cc2nc(-c3ccco3)cc(C(F)(F)F)n2n1	31.4
O=C(Nc1ccccc1C(=O)O)c1ccc(NC(=O)c2ccc(Br)o2)cc1	26.2
CC(=O)Oc1cc2oc(=O)cc(C)c2cc1OC(C)=O	-31.9
CCN(CC)S(=O)(=O)c1ccc2c(c1)nc(CCC(=O)O)n2CC	15.6
O=C(COc1ccccc1Cl)NNC(=O)c1ccc2nc[nH]c2c1	-0.3
C[C@H](CO)N1C[C@H](C)[C@H](CN(C)C(=O)C2CC2)OCc2ccccc2-c2ccccc2C1=O	12.5
O=C(C[C@H]1C=C[C@@H](NS(=O)(=O)c2ccccc2)[C@H](CO)O1)NCCN1CCCCC1	-4.6[25 µM]
CCOCCCNC(=O)C1CC(=O)N(C2CCCC2)C1 (stereo unspecified)	7.0
c1cncc(-c2noc(-c3ccc4ccccc4c3)n2)c1	-13.1
O=C(Nc1ncc2c(n1)CC(c1ccco1)CC2=O)c1ccccc1 (stereo unspecified)	-27.9
CN1C(=O)c2ccccc2C(O)c2ccccc21 (stereo unspecified)	14.5
Cc1ccc(-c2cc(C(=O)O)n[nH]2)o1	10.8
Cc1cccc(C(=O)c2cccc(C)c2)c1	-3.2
Cc1ccc(-n2nnc3c(=O)n(CC(=O)c4ccccc4)cnc32)cc1	8.8
O=S(=O)(/C=C/c1ccccc1)Nc1ccc(N2CCOCC2)cc1	3.2
O=C1CCN(Cc2ccccc2)C(=O)N1c1ccccc1	11.4
Cc1ccc(C2(C)NC(=O)N(CC(=O)Nc3ccccc3N3CCCCC3)C2=O)cc1 (stereo unspecified)	2.0
O=C(CC(F)(F)F)N1C[C@@H]2[C@H](c3ccccc31)[C@H](CO)N2C(=O)Cc1ccccc1	-9.1[25 µM]
O=C(CNC(=O)c1ccc(Br)o1)Nc1cccc(S(=O)(=O)N2CCOCC2)c1	-0.5
Cc1nn(CC(=O)N2CCc3ccccc3C2)c(C)c1Cl	2.4
CN(CC(=O)Nc1ccccc1C(F)(F)F)C(=O)Cn1c(=O)oc2ccccc21	-1.0
CC(=O)CC(c1ccccc1)c1c(O)c2ccccc2oc1=O (stereo unspecified)	5.2[25 µM]
O=C(NC1CCCc2c1cnn2-c1ccccc1F)c1ccccc1N1CCOCC1 (stereo unspecified)	0.1
Cc1cc(NN)nc(NS(=O)(=O)c2ccc(Cl)cc2)n1	1.8
CCN(C(=O)Cn1cnc2c1c(=O)n(C)c(=O)n2C)C1CCS(=O)(=O)C1 (stereo unspecified)	4.5
O=S(=O)(c1ccccc1)N1CCSC1c1ccco1 (stereo unspecified)	-3.6
Cc1ccc(OC(=O)CCC(=O)N2CCc3ccccc32)cc1	4.7
C[C@H](CO)N1C[C@H](C)[C@@H](CN(C)S(=O)(=O)c2ccc(F)cc2)OCCCC[C@H](C)Oc2ccc(N(C)C)cc2C1=O	-0.4[25 µM]
O=C(c1ccc(F)cc1)N1CCOCC1	9.7
COC(=O)Oc1cncc(C(=O)O)c1	3.2
O=C1CCc2cc(S(=O)(=O)NC3CCCCC3)cc3c2N1CC3	5.8

Filtered by structure: the entries above containing a cyano group
SMILES	CD40 NFkB inh
CCc1csc(N2[C@H](C#N)[C@H](c3ccc(-c4ccc(F)cc4)cc3)[C@H]2CO)n1	-6.6
CC1C(c2ccccc2)OCCN1C=NC#N (stereo unspecified)	5.0

The listing continues.
SMILES	CD40 NFkB inh
COc1ccc2c3c(n(C)c2c1)[C@H](CO)N(Cc1ccncc1)CC31CN(C(=O)Nc2cccc(F)c2)C1	7.8[25 µM]
C[C@H]1CN([C@@H](C)CO)C(=O)c2ccccc2-c2ccccc2CO[C@H]1CN(C)C(=O)Nc1ccnc(N2CCOCC2)c1	-17.6[25 µM]
N=c1cc(C2(O)CCCCC2)n2c(nc3ccccc32)s1	65.8*
Cc1ccccc1NC(=O)COc1coc(CN2CCCc3ccccc32)cc1=O	-38.2
Cc1cc(S(=O)(=O)Nc2ccc(C(=O)NCc3ccncc3)cc2)ccc1F	6.2
COC(=O)c1c(NC(=O)c2nn(C)cc2Cl)sc2c1CCCC2	2.1
C#CC(CC)(CC)NC(=O)Nc1ccccc1C(=O)OC	12.0
CCCCCCCC1(C)NC(=O)N(CC(=O)Nc2cc(C)on2)C1=O (stereo unspecified)	-7.7
CC1CN(C(=O)c2ccc(-c3ccccc3Cl)o2)CC(C)O1 (stereo unspecified)	-32.3
O=C1Nc2ccccc2OCc2c1cccc2[N+](=O)[O-]	5.6
Cc1ccc(-n2c(C)nnc2SCC(=O)N(C)c2c(N)n(Cc3ccccc3)c(=O)[nH]c2=O)cc1	-3.9
CC(=O)NC(Cc1ccc(O)cc1)C(=O)NN (stereo unspecified)	6.8
CCOC(=O)C1CCCN(C(=O)CCc2nc3sc4c(c3c(=O)[nH]2)CCCC4)C1 (stereo unspecified)	3.4
CC(=O)N(Cc1cccc(F)c1)C[C@@H]1[C@@H](c2ccccc2)[C@@H](CO)N1C(C)=O	-4.3[25 µM]
C[C@@H]1CN([C@@H](C)CO)C(=O)Cc2cc(NC(=O)CCC(F)(F)F)ccc2O[C@H]1CN(C)CC1CC1	3.1[25 µM]
Cc1ccc(CN2CC(C(=O)N3CC(C)CC(C)C3)CC2=O)cc1 (stereo unspecified)	2.9
CCOc1ccc(OCc2ccc(C(=O)N3CCCC(C)C3)cc2)cc1 (stereo unspecified)	-52.4
Cc1ccc(-n2c(C)cc(C(=O)CN3CCOCC3)c2C)cc1	-41.8
CCC(CC)NC(=O)CO/N=C/c1ccc(Cl)cc1Cl	9.4
Cn1cccc1C(=O)OCC(=O)c1ccc(Br)s1	-17.5
O=C(Cc1cccnc1)N1CC(=O)N2[C@H](CO)[C@@H](c3ccc(C#CC4CCCC4)cc3)[C@@H]2C1	-2.0
CCc1ccc(Cn2ncc3c(C(=O)O)cc(C)nc32)cc1	8.5
COc1ccccc1N1CCN(S(=O)(=O)CC23CCC(CC2=O)C3(C)C)CC1 (stereo unspecified)	2.4
COCCNC(=O)COc1ccccc1Cl	-7.8
CC(C)c1ccccc1NS(C)(=O)=O	7.8
O=C(Nc1ccccc1)N1CCCN(c2nccc(C(F)(F)F)n2)CC1	10.9
CN(CC(=O)Nc1ccc(F)c(F)c1F)C(=O)CC1CCCCC1	6.4
C=CCNc1nc(NCc2ccc(NC(C)=O)cc2)c2sc(-c3ccccc3)cc2n1	-22.9
O=C(c1ccc2nccnc2c1)N1CCCC(Nc2ccc(F)c(F)c2)C1 (stereo unspecified)	-8.0
O=C(Cc1ccccc1)NN1C(=O)c2ccccc2C1=O	7.3

3 compounds drawn at random from the list so far:
SMILES	CD40 NFkB inh
COCCNC(=O)COc1ccccc1Cl	-7.8
Cc1ccc(CN2CC(C(=O)N3CC(C)CC(C)C3)CC2=O)cc1 (stereo unspecified)	2.9
CCc1ccc(Cn2ncc3c(C(=O)O)cc(C)nc32)cc1	8.5

Later entries:
SMILES	CD40 NFkB inh
COc1ccc(C)cc1-n1nnnc1SCc1cn2ccsc2n1	6.7
COc1ccc(Nc2nc(N)c3ccccc3n2)c(OC)c1	-97.2
Cc1c(NC(=O)C(C)OC(=O)CCC2CCCC2)c(=O)n(-c2ccccc2)n1C (stereo unspecified)	0.8
Cc1cc(C(=O)Cn2nnc(-c3ccc(Cl)cc3)n2)c(C)n1-c1ccccc1	6.1
C[C@H]1CCCCO[C@@H](CN(C)S(=O)(=O)c2ccc(F)cc2)[C@@H](C)CN([C@@H](C)CO)C(=O)c2cc(N(C)C)ccc2O1	-5.8[25 µM]
CNCC(O)COc1ccccc1 (stereo unspecified)	3.7
COC(=O)c1ccc(CSc2ccccc2C)o1	-13.0
CN(C(=O)COC(=O)c1ccc2[nH]c3c(c2c1)CCCC3)C1CCS(=O)(=O)C1 (stereo unspecified)	6.5
Cc1ccc(S(=O)(=O)N2C[C@H](O)COC[C@H]3O[C@H](CC(=O)NCc4ccc5c(c4)OCO5)CC[C@@H]32)cc1	7.0[25 µM]
Cc1cc(C)c(NC(=O)CS(=O)CC(=O)N2CCN(c3ccccc3)CC2)c(C)c1 (stereo unspecified)	8.4
COc1ccc(C(=O)O)cc1S(=O)(=O)Nc1ccc2cn[nH]c2c1	4.0
CC12CCC3C(CCC4N(CCO)CCC34C)C1CCC2O (stereo unspecified)	0.7
Cc1ccc(Cn2c(O)c(N=NC(=S)Nc3ccccc3F)c3ccccc32)cc1	-4.1
COc1cccc(C(N)c2nc(-c3cc(F)cc(F)c3)cs2)c1 (stereo unspecified)	-11.0
CC1CCN(C(=O)Cn2nnnc2CN2CCOCC2)CC1	12.5
N#CCC(=O)Nc1ccc(C(=O)OCC(=O)c2ccc3c(c2)NC(=O)CO3)cc1	-15.4
